TDP1 inh – TDP1 (human) enzyme inhibition; Q9NUW8; Potency, µM (top dose mostly 130 µM), for inactives: at the top dose activity change, negative = inhibition, hits mostly inhibitors; recombinant TDP1, AlphaScreen DNA substrate cleavage; actives 0.28% (n = 350,000); note: nearly all actives have a fitted effect of over 40% in size
Target sequence (Q9NUW8 whole entry, looked up): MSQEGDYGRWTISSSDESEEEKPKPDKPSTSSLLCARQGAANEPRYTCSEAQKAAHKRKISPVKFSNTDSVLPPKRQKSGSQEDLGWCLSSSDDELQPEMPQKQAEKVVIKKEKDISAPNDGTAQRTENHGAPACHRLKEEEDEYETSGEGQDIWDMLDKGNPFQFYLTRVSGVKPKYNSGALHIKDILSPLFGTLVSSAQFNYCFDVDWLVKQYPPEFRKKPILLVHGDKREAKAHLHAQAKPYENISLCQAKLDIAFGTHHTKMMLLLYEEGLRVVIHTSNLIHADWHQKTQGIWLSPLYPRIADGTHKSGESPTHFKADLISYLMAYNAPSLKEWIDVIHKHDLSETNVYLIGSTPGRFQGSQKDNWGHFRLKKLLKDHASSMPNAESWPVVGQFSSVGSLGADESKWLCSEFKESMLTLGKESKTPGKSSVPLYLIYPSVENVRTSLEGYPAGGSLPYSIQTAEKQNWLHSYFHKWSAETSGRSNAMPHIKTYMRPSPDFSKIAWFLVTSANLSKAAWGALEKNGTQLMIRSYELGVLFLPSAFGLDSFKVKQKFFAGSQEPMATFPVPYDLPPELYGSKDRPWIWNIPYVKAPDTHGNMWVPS
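Steps: enzyme plus compound, 15 min RT; add biotin/phosphotyrosine-FITC oligonucleotide (15 nM final), react 5 min; add donor/acceptor beads (10 ug/ml final), 10 min; read AlphaScreen. Tdp1 at 1 nM final.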
N370S GC mod – inhibits or activates N370S mutant glucocerebrosidase | P04062 | N370S GC spleen homogenate, 4MU-glucoside fluorescence | Potency, µM (titrated, usually from 59.4 µM), inactives show at the highest dose activity change, negative = inhibition, usual class: inhibitors | actives 0.092% (n = 330,000);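 note: 0% = full enzyme activity and -100% = no enzyme basal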
TDP1 cell noCPT – qHTS for Inhibitors of human tyrosyl-DNA phosphodiesterase 1 (TDP1): qHTS in cells in absence of CPT; actives 15% (n = 420,000); Potency, µM (highest dose often 46.2 µM), for the others: at the top dose activity change, negative = growth inhibition, usual class: inhibitors; DT40 Tdp1-/- hTDP1 cells, no CPT, ATP luminescence, 48 h; AID 686978, 2013; note: nearly all actives have a fitted effect of over 55% in size
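DT40 Tdp1-/-;hTDP1 cells, no CPT (DMSO vehicle only), 400 cells/well; compounds pin-transferred; ≥48 hr, 37 °C; CellTiter-Glo 30 min RT dark, luminescence read.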
The depositor's hits bear a star; ? = inconclusive; / = no result given; & = joins results of further samples; [ ] = dose if it differs, or a comment. Calls come from the whole dose curve; as a rule, active = well fitted curve in the direction sought with a large enough effect; inconclusive = small, poorly fitted or top-dose-only effect, or another doubt; inactive = no such curve, though single readings can be large; an effect the other way counts as inactive or inconclusive. Unless noted, % is set by controls: 0 for no effect and ±100 for the full control effect; potency is the fitted concentration of half-maximal effect.

Results follow in this order: TDP1 inh	N370S GC mod	TDP1 cell noCPT
> Cc1ccccc1NC(=S)NC(=O)/C=C/c1ccco1
    7.2%	-12.6%	-12.2%
> Cc1ccc(NC(=O)CSc2cn[nH]n2)cc1
    -0.4%	-24.9%	-27.0%
> CCCC(C(=O)Nc1cc(S(=O)(=O)N2CCOCC2)ccc1OC)c1ccccc1 (stereo not given)
    4.8%	-9.3%	5.4%
> CCN(C(=O)CN1CCCCC1C)c1c(N)n(Cc2ccccc2)c(=O)[nH]c1=O (stereo not given)
    -0.3%[56.1 µM]	/	0.3%
> COc1ccc(-c2noc(C3CCCN(C(=O)c4ccc(F)cc4)C3)n2)cc1 (stereo not given)
    /	-5.3%	?
> Cn1c(=O)c2ncn(CC(=O)NCCOc3ccccc3)c2n(C)c1=O
    4.5%	-2.8%	-16.7%
> COC(=O)c1ccc(NC(=O)CSc2nnc(-c3ccncc3)n2N)cc1
    5.7%	-11.2%	11.1%
> Cc1nn2c(NCCN(C)C)c3c(nc2c1-c1ccccc1)CCC3
    /	-4.4%	25.9µM*
> CC(C)CC(NC(=O)/C(=C/c1ccco1)NC(=O)c1ccc(Br)o1)C(=O)O (stereo not given)
    /	0.9%	-8.6%
> Cc1ccc(CSc2nnc3c(n2)OC2(Nc4ccccc4-3)C(=O)Nc3ccc(F)cc32)cc1 (stereo not given)
    9.0%	0.1%	-23.9%
> O=C(COC(=O)c1cc(=O)[nH]c2ccccc12)NC(=O)c1ccccc1
    5.4%[0.505 µM]	-16.4%	-0.4%
> CCc1ccc2occ(CC(=O)N(Cc3ccccc3)C3CCS(=O)(=O)C3)c2c1 (stereo not given)
    0.0%	/	?
> CC(=O)Nc1ccc(S(=O)(=O)Nc2ccc(C(=O)NCC(=O)O)cc2)cc1
    6.8%	9.0%	-0.1%
> CCOc1ccccc1NC(=O)CCCc1nc2ccccc2c(=O)[nH]1
    5.2%	5.6%	?
> CCN1CCN(C(=O)Cn2ncc3c([nH]c4ccccc43)c2=O)CC1
    1.8%	-1.0%	-5.8%
> CC(=O)Nc1cc2nc(C)n(Cc3ccccc3[N+](=O)[O-])c2nc1C
    /	3.8%	26.7%
> O=C(NCC(=O)N(c1ccc2c(c1)OCCO2)C(C(=O)NC1CCCC1)c1ccco1)c1ccco1 (stereo not given)
    0.0%	4.5%	-23.0%
> CCn1c(C)nc2cc(C(=O)N/N=C/c3ccc(O)c(O)c3O)ccc21
    -2.7%	1.6%	?
> CC(C)CNC(=O)COc1ncnc2sccc12
    -2.6%	-16.9%	3.4%
> O=C(COC(=O)/C=C/c1cccc(Br)c1)Nc1cccc(S(=O)(=O)NC2=NCCC2)c1
    0.4%[56.1 µM]	/	4.11µM*
> COC(=O)c1ccc(COc2ccc(F)cc2)o1
    /	-10.4%	19.6%
> COc1cc(CCC(=O)Nc2ccc(Br)c(C(F)(F)F)c2)cc(OC)c1OC
    2.7%	-12.9%	20.6µM*
> Cc1ccc(CCNC(=O)C2CCC(=O)N2C2CCCC2)cc1 (stereo not given)
    1.0%	4.3%	-2.7%
> NC(=O)[C@@H]1CCCNc2c(F)cc([N+](=O)[O-])cc2C(=O)N[C@@H](CO)C(=O)NCC(=O)N1
    2.6%	-5.3%	2.6%
> CC(C)c1ccc(NC(=O)CSc2nc(=O)n(Cc3ccccn3)c3c2CCC3)cc1
    -2.6%	/	18.4µM*
> CC(=O)Nc1ccc(S(=O)(=O)N2CCN(C)CC2)cc1
    -6.8%	-2.8%	14.1%
> CCn1cc(S(=O)(=O)c2ccccc2)c(=O)c2cc(F)c(F)cc21
    6.4%	/	?
> COc1cc(C2NC(=O)CCC2[N+](=O)[O-])cc(OC)c1OC (stereo not given)
    /	-5.3%	3.1%
> CC(=O)C1C(c2ccc(Br)cc2)C2C(C)=NN=C2CC1(C)O (stereo not given)
    2.8%	0.3%	1.7%
> CC1(c2ccc(Cl)cc2)NC(=O)N(CC(=O)c2ccc3c(c2)OCO3)C1=O (stereo not given)
    1.5%	-9.0%	-5.6%
> c1ccc(Oc2ccc(-n3cnnn3)cc2)cc1
    3.3%	-4.2%	-30.0%
> Cc1cccc(Nc2ncnc3c2cnn3Cc2ccccc2)c1
    -1.2%	6.8%	-18.8%
> O=C(COc1ccccc1)Nc1nc(-c2ccc(S(=O)(=O)N3CCOCC3)cc2)cs1
    6.1%	-0.1%	?
> O=C(c1ccc(OC2CCN(Cc3ccccc3O)CC2)cc1)N1CCCCC1
    1.6%	1.4%	5.7%
> N#CCC(=O)Nc1nc(-c2ccc3c(c2)OCCO3)cs1
    7.7%	-5.6%	?
> Cc1ccc(S(=O)(=O)N(Cc2nccn2C)C(C)C)cc1
    6.0%	1.1%	-15.0%
> N=c1n(CC(=O)c2cccs2)c2ccccc2n1Cc1ccccc1
    -9.5%	-4.5%	16.4µM*
> COc1cc(NS(=O)(=O)c2ccc3c(c2)NC(=O)CO3)cc(OC)c1
    7.0%	-0.7%	?
> N#Cc1c(-c2ccccc2)cc(-c2cccs2)nc1SCC(=O)O
    /	24.7%	-20.3%
> COc1ccc(OCc2nnc(SCC(=O)Nc3ccccc3F)o2)cc1
    /	1.0%	3.3%
> Cc1cc(C(=O)N/N=C/c2ccc([N+](=O)[O-])cc2)c2ccccc2n1
    4.7%	9.7%	3.26µM*
> Cc1cccc(NC(=O)c2ccc(S(=O)(=O)N3CCOCC3)cc2)c1C
    /	-5.9%	-14.7%
> O=C(NNC(=S)NC(=O)c1ccccc1Cl)c1cccc([N+](=O)[O-])c1
    /	-5.7%	?
> Cc1ccc(Sc2cnc3ccccc3n2)cc1
    -11.6%	1.8%	-17.4%
> O=S(=O)(N1CCOCC1)N1CCCN(S(=O)(=O)N2CCOCC2)CC1
    0.0%	10.0%	0.2%
> CC(=O)c1ccccc1NC(=O)COC(=O)C1=NN(c2ccccc2)C(=O)CC1
    -6.7%	-2.4%	-23.3%
> COC(=O)c1ccc(N2CCC(c3cc(-c4ccc(OC)cc4)n[nH]3)CC2)c([N+](=O)[O-])c1
    9.6%	0.4%	18.4µM*
> CSCCC(NC(=O)C1CCC(C)CC1)C(=O)NCCN1CCC(C)CC1 (stereo not given)
    3.7%	-26.2%	-17.6%
> NC(=O)CN1C(=O)C(=O)N(Cc2ccccc2Cl)C1=O
    /	-0.3%	8.7%
> COc1ccccc1N1CCN(C(=O)c2cc3c(=O)n(Cc4cccnc4)ccc3nc2C)CC1
    5.8%	/	-6.4%

Following part
Results follow in this order: TDP1 inh	N370S GC mod	TDP1 cell noCPT
> O=C(C1CCN(S(=O)(=O)c2ccccc2F)CC1)N1CCCC1
    1.9%[0.505 µM]	-1.4%	-17.6%
> Cc1ccc(Cc2cnc(N3C(=N)SC(C)C3=O)s2)cc1 (stereo not given)
    9.8%	24.9%	?
> CCCN(CCC)c1nc(N)nc(C#N)n1
    0.7%	/	17.8µM*
> CC1(C)CC(=O)c2c(n(S(=O)(=O)c3ccccc3)c3ccc(NS(=O)(=O)c4ccccc4)cc23)C1
    2.8%	22.0%	?
> CC(=O)NCCC(=O)Nc1cccc(S(=O)(=O)N(C)c2ccccc2)c1
    8.2%	-4.2%	2.6%
> O=C(COCc1cc(-c2cccs2)on1)Nc1ccc(OC(F)(F)F)cc1
    0.0%	/	-19.4%
> Cc1ccccc1NC(=S)NCc1ccc2c(c1)OCO2
    5.7%	-5.0%	-25.3%
> Cc1cc(C)c([N+](=O)[O-])cc1NC(=O)CCSc1ccccc1Cl
    0.0%	2.8%	14.6µM*
> COc1cc2c(cc1OC)C(c1ccc3c(c1)OCO3)C1=C(CC(C)(C)CC1=O)N2 (stereo not given)
    3.1%	?	?
> Cc1nn(-c2ccccc2)c(Cl)c1C(=O)NNC(=O)c1ccncc1
    1.7%	/	-2.5%

Single records, from the list above. Values in the order: TDP1 inh, N370S GC mod, TDP1 cell noCPT
`Cc1ccccc1NC(=S)NCc1ccc2c(c1)OCO2` reads 5.7%, -5.0%, -25.3%
`CC1(C)CC(=O)c2c(n(S(=O)(=O)c3ccccc3)c3ccc(NS(=O)(=O)c4ccccc4)cc23)C1` reads 2.8%, 22.0%, ?
`COc1cc2c(cc1OC)C(c1ccc3c(c1)OCO3)C1=C(CC(C)(C)CC1=O)N2` (stereo not given) reads 3.1%, ?, ?
`Cc1nn(-c2ccccc2)c(Cl)c1C(=O)NNC(=O)c1ccncc1` reads 1.7%, /, -2.5%

Carrying on.
compound | TDP1 inh | N370S GC mod | TDP1 cell noCPT
Cc1ccc(-c2nnc(SCC(=O)Nc3nc4c(s3)CCCC4)n2C)cc1 | 0.0% | 15.6% | -6.1%
C=CCOC(=O)/C(=C/c1cccnc1)NC(=O)c1ccccc1 | 5.6% | 6.0% | -4.7%
O=C(NC1CCCc2c1cnn2-c1ccc(F)cc1F)c1cnccn1 (stereo not given) | / | 0.1% | ?
N#Cc1c2c(nc(N)c1-c1ccccc1)CCCCC2 | 2.4% | -0.8% | -19.6%
CC1(C)CC(=O)C2=C(C1)OC(N)=C(C#N)C2c1ccccc1[N+](=O)[O-] (stereo not given) | 3.7% | 4.5% | ?
CCCCn1c(N)c(N(CCC(C)C)C(=O)c2ccccc2-n2cnnn2)c(=O)[nH]c1=O | 1.8% | -2.5% | 6.5%
Cc1ccc(C)c(C(=O)CN2Cc3ccccc3C2=O)c1 | / | -0.8% | -29.6%
CC(=O)Nc1ccc(NC(=O)C2CCN(C(=O)C3CC(=O)N(c4ccc(C)cc4)C3)CC2)cc1 (stereo not given) | / | -0.7% | -26.5%
O=C(Nc1cccc(Cl)c1)c1ccc2c(c1)CCN2S(=O)(=O)c1ccccc1 | -7.0% | / | 20.6µM*
COC(=O)C1=CNC=C(C(=O)OC)C1c1ccccc1Cl | -7.0% | ? | -11.2%
CN(CCC#N)CC(=O)Nc1ccc(NC(=O)CN(C)CCC#N)cc1 | -5.3% | -16.8% | 8.4%
CN(C(=O)CSc1nc2ccccc2o1)C1CCCCC1 | 0.0% | 1.0% | 29.1µM*
CCOc1ccc(/C(O)=C2/C(=O)C(=O)N(c3cc(C)on3)C2c2ccc(C(=O)OC)cc2)cc1 (stereo not given) | -2.0% | -9.9% | -6.8%
NC(=O)c1cccnc1Oc1ccc(Cl)cc1 | -4.1% | 14.0% | -22.0%
CCOC(=O)C(=O)Nc1ccc([N+](=O)[O-])cc1OC | -3.1% | -0.5% | -3.0%
O=C(NCCc1csc2nc(-c3ccc(F)cc3)nn12)c1ccco1 | 2.7% | / | 16.4µM*
COc1ccccc1CNC(=O)c1cn(C)c2ccc(S(=O)(=O)N(C)C3CCCCC3)cc2c1=O | 2.3% | / | ?
O=C(CSc1nnc(Cc2ccccc2)c(=O)[nH]1)Nc1ccccc1 | 1.6%[0.505 µM] | 0.2% | ?
COc1ccccc1N1CCN(CCCCNC(=O)c2ccc(-c3ccc(C(C)=O)cc3)cc2)CC1 | 1.2% | 12.9%&6.6% | ?
CCC(=O)N1CCc2cc(S(=O)(=O)NCc3ccc(C)cc3)ccc21 | 2.5% | / | 18.4µM*
Cc1cc(C)c(NC(=O)COC(=O)c2cccc3c2C(=O)c2ccccc2C3=O)c(C)c1 | 8.2% | -2.2% | ?
CC(C(=O)Nc1ccc(Cl)cc1)N(C)Cc1cccs1 (stereo not given) | -14.1% | -1.2% | ?
C/C(=N\NC(=O)CNC(=O)C(c1ccccc1)c1ccccc1)c1ccc(C(C)(C)C)cc1 | 0.0% | 0.2% | 16.4µM*
CCOC(=O)c1ccc(N2C(=O)c3[nH]nc(-c4ccccc4)c3C2c2cccs2)cc1 (stereo not given) | 2.3% | / | 20.6µM*
COc1ccc(C(=O)CSc2nnc(CNC(=O)c3ccco3)n2C)cc1OC | 8.2% | -5.6% | -0.6%
Cc1cc(N2CCN(C)CC2)nc2ccc(NC(=S)N3CCN(c4ccccn4)CC3)cc12 | 5.8% | -8.4% | ?
CCc1nc(Nc2ccccc2F)c2oc3ccccc3c2n1 | / | -17.2% | ?
CC(=O)c1c(-c2ccccc2)c2cc(Cl)ccc2[nH]c1=O | 4.9% | 3.5% | ?
COC(=O)c1ccc(N2CCc3ccccc32)c([N+](=O)[O-])c1 | / | -24.4% | -9.5%
CC(C)CC(COCc1ccc(Cl)cc1)N1CCN(C(=O)c2ccc(C(F)(F)F)cc2)CCC1=O (stereo not given) | 0.0% | 2.3% | ?
COCCN1Cc2cccc(C(=O)Nc3ccc(S(=O)(=O)N4CCCCCC4)cc3)c2C1=O | / | -1.3% | ?
CC1=C(C(=O)Nc2ccc(F)c(F)c2)C(c2cccs2)NC(=S)N1 (stereo not given) | -0.6% | -2.2% | -19.8%

2 of the compounds above, field by field.
Cc1cc(N2CCN(C)CC2)nc2ccc(NC(=S)N3CCN(c4ccccn4)CC3)cc12
  TDP1 inh: 5.8%	N370S GC mod: -8.4%	TDP1 cell noCPT: ?

CCc1nc(Nc2ccccc2F)c2oc3ccccc3c2n1
  TDP1 inh: /	N370S GC mod: -17.2%	TDP1 cell noCPT: ?

Bioassay records as filed in PubChem BioAssay.

This is a subset; the hit share may differ from the screen's.
